Screening data (PubChem)
p53null 32C kill: selectivity test: cytotoxicity in p53 null cells, permissive temperature; H1299-neo p53 null cells, ATP luminescence, 24 h, 32C; Potency, µM (top dose mostly 46.1 µM), inactives show at the highest dose activity change, negative = cytotoxicity, usual class: cytotoxic; hit rate 0.62% among 55,000;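 further: 0% = DMSO only and -100% = full killing by 100 µM tamoxifen; nearly all actives have a fitted effect of over 55% in size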
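ATP-content luminescence in p53-null H1299-neo cells after 24 h compound exposure (up to 46 uM) at 32C permissive temperature; 0% and 100% killing set by DMSO and 100 uM tamoxifen; Hill-equation AC50.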
p53null 39C kill: selectivity test: cytotoxicity in p53 null cells, nonpermissive temperature. H1299 p53-null (neo) cells, 39C, ATPlite viability, 24 h. Potency, µM (highest dose often 46.1 µM), for the others: top-dose activity, negative = cell killing, usual class: cytotoxic. hit rate 0.97% among 55,000;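 further: 0% = DMSO only and -100% = full killing by 100 µM tamoxifen; nearly all actives have a fitted effect of over 50% in size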
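ATP-luminescence viability readout (ATPlite, 20 min RT) after 24 hr compound treatment at 39C of H1299-neo or H1299-p53A138V cells; titration up to 46 uM; normalized to DMSO and 100 uM tamoxifen; Hill-fit AC50.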
Active calls of the source: *; ? = inconclusive; [ ] = dose if it differs, or a comment. The call rests on the fitted dose curve; in most records, active means well fitted cell-killing curve with a large enough effect; inconclusive means small, poorly fitted or top-dose-only effect; inactive means no such curve, though single readings can be large or run the other way. Potency means the concentration at half of the fitted maximal effect. This is a subset; rates above refer to the full screens.

SMILES	p53null 32C kill	p53null 39C kill
CCc1ccc2[nH]c3nc(SCc4nnc(-c5ccc(C)cc5)o4)nnc3c2c1	-1%	20%
O=C(/C=C/c1ccccc1)NC(=S)NNC(=O)Cc1cccs1	-5%	-28%
C=CCn1c(SCC(=O)Nc2ccccc2OC)nnc1-c1ccccn1	8%	-12%
CCn1c(SCC(=O)C(C)(C)C)nnc1-c1cnccn1	-8%	-7%
COc1ccccc1N(CC(=O)NC(C)(C)C)C(=O)C1CSC(=O)C1 (stereo not given)	-1%	-9%
COCCNC(=O)C(=O)NCCN1CCOCC1	5%	8%
O=C(Nc1ccc(N2CCCC2)cc1)c1ccccc1F	?	-20%
CCOC(=O)c1ccccc1OCc1cc(/C=N/n2cncn2)ccc1OC	0%	3%
CCn1c(-c2cccs2)nc2ccccc21	-15%	-2%
Cc1ccc(SCC(=O)N2CCc3ccccc32)cc1	-12%	-18%
O=C(COC(=O)CCCc1nc2ccccc2s1)Nc1ncc(Cl)cc1Cl	41%[activator]	18%
O=C(N/N=C/C=C\c1ccccc1[N+](=O)[O-])c1cc(-c2ccc3ccccc3c2)n[nH]1	-3%	0%
COc1ccc(C2(CNC(=O)C(c3ccccc3)c3ccccc3)CCOCC2)cc1OC	-8%	-10%
CCOC(=O)c1[nH]c2ccc(OC)cc2c1NC(=S)N1CCN(c2cccc(Cl)c2)CC1	-9%	-25%
O=C(NCCCn1ccnc1)C(=O)NCc1ccc(Cl)cc1	9%	24%
O=C(Nc1ccc(Br)cc1F)c1ccc2c(c1)N(Cc1ccccc1)C(=O)CS2=O (stereo not given)	-8%	-2%
Cn1c(N2C(=O)CC(Cc3ccccc3)C2=O)nc2ccccc21 (stereo not given)	-3%	-12%
C=CCNc1nc(NC(C)(C)CO)nc(OC)n1	0%	3%
O=c1c2ccccc2nnn1CSc1nc2ccccc2[nH]1	-9%	-9%
Cc1c(NC(=O)OC(C)C)sc(=S)n1C	-10%	-6%
CC(C)Oc1ccc(C(=O)NNC(=O)c2ccccc2C(=O)O)cc1	6%	1%[1.84 µM]
COc1cc(/C=N/Nc2ccc3ccccc3c2)ccc1OC(=O)c1ccco1	-3%	33%[1.84 µM]
Nc1ccc2nc(-c3ccc(N)c(Cl)c3)[nH]c2c1	?	?
CN1CCN(C(=O)C2(NC(=O)Nc3ccccc3Cl)CCCCC2)CC1	-8%	-9%
COc1ccccc1NS(=O)(=O)c1cccc(NC(=O)c2ccc3ccccc3n2)c1	7%	13%
O=C(CCCOc1ccc(Cl)cc1Cl)NCC1CCCO1 (stereo not given)	0%	1%
COc1ccc(-c2[nH]c(-c3ccc(C)cc3)nc2SCC(=O)Nc2nccs2)cc1	-8%	-14%[1.84 µM]
CCN1C(=O)c2cccc3c(NC(=O)c4ccccc4)ccc1c23	-10%	-11%
COC(=O)Cn1c(=NC(=O)c2cc(OC)cc(OC)c2)sc2cc(OC)ccc21	3%	4%
O=C(CSc1nnc(CNC(=O)c2cccs2)o1)NCCc1ccccc1	3%	18%
c1ccc(CN2CCN(C(c3ccccc3)c3nnnn3Cc3ccccc3)CC2)cc1 (stereo not given)	5%	-7%
CCOC(=O)c1[nH]c2ccc(OC)cc2c1NC(=O)CN1CCN(c2ccccn2)CC1	-7%	-4%
CC(NC(=S)Nc1c(Cl)cccc1OC(F)F)C(C)(C)C (stereo not given)	-1%	1%
O=C(COc1ccc(Br)cc1)N1CCOCC1	-17%	16%
Cc1onc(-c2c(F)cccc2Cl)c1C(=O)OCn1nnc2ccccc2c1=O	-13%	-18%
CCC(C)NC(=O)C1CCCN1S(=O)(=O)c1ccc(Cl)cc1 (stereo not given)	-1%	-3%
COC(=O)c1ccc(C(=O)OC)c(NC(=O)CN(C)Cc2ccc(Cl)c(Cl)c2)c1	2%	2%
CC(C)=CCCC1=CCC2C(=O)NNC(=O)C2C1 (stereo not given)	-7%	-3%
COc1ccc(/C=C2\SC(=S)N(Cc3cccnc3)C2=O)cc1C	1%	22%
CC(=O)Nc1ccc(S(=O)(=O)Nc2nc3ccccc3nc2Nc2ccc(S(N)(=O)=O)cc2)cc1	-7%	-6%
CCOC(=O)CSc1nnc(-c2ccoc2C)n1-c1ccc(C)cc1	0%	-8%
Clc1ccc(OCCn2cnc3ccccc32)c(Cl)c1	-5%	3%
COc1ccc(-c2ccc(C#N)c(SCC(=O)NCCc3ccccc3)n2)cc1OC	-4%	-4%
Cc1ccc(S(=O)(=O)Oc2ccccc2/C=N/NC(=O)c2c(Cl)cnn2C)cc1	-13%	-3%
CCOC(=O)/C(C#N)=C/c1cn(CCC(=O)O)nc1-c1ccc(Cl)cc1	-4%	14%[1.84 µM]
COC(=O)c1ccccc1NC(=O)C(C)Oc1ccccc1 (stereo not given)	-2%	6%
COc1ccccc1OCC(=O)Nc1ccc(Cl)cc1	0%	-17%
COc1cc(NC(=O)C2=C(N3CCOCC3)/C(=C/c3ccc(Cl)cc3)CC2)cc(OC)c1OC	3%	3%
CCC(=O)N(Cc1ccco1)c1nc(-c2cc(OC)ccc2OC)cs1	1%	-1%
Cc1cc(NC(=O)Cn2cnc3sc(C)c(-c4ccccc4)c3c2=O)no1	5%	-9%
COc1ccc2cc(C(=O)NCCO)sc(=O)c2c1OC	0%	6%
COCCOC(=O)c1cc(C(=O)c2cc(F)ccc2O)coc1=N	-5%	33%[activator]
COc1ccc(NC(=O)CCCN2C(=O)C3C4C=CC(C4)C3C2=O)c(OC)c1 (stereo not given)	-6%	-6%
O=C(Cc1ccccc1)NCC(=O)OCC(=O)c1cccc([N+](=O)[O-])c1	-17%	-12%
Cc1ccc([N+](=O)[O-])cc1NC(=O)CN(C1CCCCC1)S(=O)(=O)c1ccc(Cl)cc1	6%	17%
Nc1nc(SCc2ccc(Cl)cc2)[nH]c(=O)c1-c1ccccc1	-5%	0%
Cc1ccc(C)c(S(=O)(=O)NCc2cccnc2)c1	-2%	2%
NC(=O)c1noc(C(=O)N(CC(=O)NC2CCCC2)Cc2ccc3c(c2)OCO3)c1N	0%	9%
COc1ccc(N2CCN(C(=O)CSc3nnc(-c4cccnc4)n3-c3ccc(F)cc3)CC2)cc1	-7%	-5%
CC(=O)Nc1sc(N/N=C\c2ccccc2F)nc1-c1cccs1	-1%	-2%

Other results follow.
SMILES	p53null 32C kill	p53null 39C kill
CCOC(=O)Cc1csc(NC(=O)CSc2nncn2C)n1	5%	4%
O=C(CN(CC1CCCO1)C(=O)CNS(=O)(=O)c1ccc(Cl)cc1)NCC1CCCO1 (stereo not given)	-6%	25%
COc1cc(C2NC(=O)NC(C)=C2C(=O)Nc2cccc(C)c2C)cc(OC)c1OC (stereo not given)	3%	-3%
O=C(Nc1c(Cl)cc(Cl)cc1C(=O)NCCN1CCOCC1)c1ccc(Cl)cc1Cl	9%	-4%
COc1ccc(CCN2C(=O)c3ccccc3C2(O)c2ncc[nH]2)cc1OC (stereo not given)	10%	8%
O=C(NCc1ccccn1)Nc1ccc(Cl)c(Cl)c1	2%	-1%
C=CCc1cc(C)cc(C)c1OCCn1cncn1	-2%	-10%
COc1ccc(/C=C(/NC(=O)c2cccs2)C(=O)N2CCOCC2)cc1OC	-2%	2%
COc1ccccc1CNC(=O)COC(=O)[C@H](Cc1c[nH]c2ccccc12)NC(=O)c1cccs1	10%	5%
CCn1nnnc1SCC(=O)NCc1ccc2c(c1)OCO2	-2%	-10%
O=C(O)C1CC=CCC1C(=O)Nc1cc(Cl)ccc1Cl (stereo not given)	-5%	-7%
COc1ccc(CN(C)CC(=O)Nc2ccc(N3CCOCC3)cc2)cc1OC	-8%	-8%
COc1ccc(-c2cc(-c3ccc(OC)cc3)c(C#N)c(SC)n2)cc1	-1%	11%
COC(=O)NCc1cc2cc(Cl)ccc2[nH]1	-13%	-19%
Cn1c(Cn2c(=O)sc3ccccc32)nnc1SCC(=O)Nc1ccc(F)cc1	-2%	30%
CCCCC12CN3CC(C)(CN(C1)C31C(=O)N(C)c3ccc(C)cc31)C2=O (stereo not given)	-2%	3%
O=C(Nc1ccc(Cl)cn1)Nc1ccccc1F	6%	-5%
Cc1ccc(C(=O)CSc2nnc(-c3ccccc3N)n2C)cc1C	-7%	-7%
Cc1cccc(-n2c(-c3ccncc3)n[nH]c2=S)c1	3%	1%
CC1CN(C2CCN(S(=O)(=O)c3ccccc3)CC2)CC(C)O1 (stereo not given)	-5%	-10%

Record cards, as listed above. Values in the order: p53null 32C kill, p53null 39C kill
O=C(Nc1c(Cl)cc(Cl)cc1C(=O)NCCN1CCOCC1)c1ccc(Cl)cc1Cl is listed with 9%, -4%
O=C(COC(=O)CCCc1nc2ccccc2s1)Nc1ncc(Cl)cc1Cl is listed with 41%[activator], 18%
CCC(=O)N(Cc1ccco1)c1nc(-c2cc(OC)ccc2OC)cs1 is listed with 1%, -1%

Further records follow:
SMILES	p53null 32C kill	p53null 39C kill
c1ccc2oc(-c3ccc4nc[nH]c4c3)nc2c1	?	?
O=C(Nc1nc(=O)c2ccccc2s1)c1ccc(F)cc1	-7%	23%
Cn1c(=O)c2c(nc(NCC3CCCO3)n2Cc2ccccc2)n(C)c1=O (stereo not given)	-7%	-16%
COc1ccccc1N(CC(=O)NCC1CCCO1)C(=O)CCC(=O)Nc1nccs1 (stereo not given)	2%	28%
O=C(CCCn1c(=O)[nH]c2ccsc2c1=O)N1CCN(Cc2ccc3c(c2)OCO3)CC1	-3%	-9%
CC(C)NC(=O)/C(C#N)=C/c1ccc2c(c1)OCCO2	-18%	4%
Cc1ccc(-n2cc3ccc([N+](=O)[O-])cc3n2)cc1	6%	9%
CNc1ccc(Br)cc(C(=O)/C=C/c2cccc(OC)c2)c1=O	-1%	24%
O=C(c1cnn2c(C(F)(F)F)cc(-c3cccs3)nc12)N1CCN(C(c2ccccc2)c2ccccc2)CC1	5%	6%
CCn1c(NCc2ccccc2Cl)nc2ccccc21	-12%	-29%

In another format: 30 of the compounds above
structure,p53null 32C kill,p53null 39C kill
COc1ccc(N2CCN(C(=O)CSc3nnc(-c4cccnc4)n3-c3ccc(F)cc3)CC2)cc1,-7%,-5%
CC(=O)Nc1sc(N/N=C\c2ccccc2F)nc1-c1cccs1,-1%,-2%
CCOC(=O)Cc1csc(NC(=O)CSc2nncn2C)n1,5%,4%
O=C(CN(CC1CCCO1)C(=O)CNS(=O)(=O)c1ccc(Cl)cc1)NCC1CCCO1 (stereo not given),-6%,25%
COc1cc(C2NC(=O)NC(C)=C2C(=O)Nc2cccc(C)c2C)cc(OC)c1OC (stereo not given),3%,-3%
O=C(Nc1c(Cl)cc(Cl)cc1C(=O)NCCN1CCOCC1)c1ccc(Cl)cc1Cl,9%,-4%
COc1ccc(CCN2C(=O)c3ccccc3C2(O)c2ncc[nH]2)cc1OC (stereo not given),10%,8%
O=C(NCc1ccccn1)Nc1ccc(Cl)c(Cl)c1,2%,-1%
C=CCc1cc(C)cc(C)c1OCCn1cncn1,-2%,-10%
COc1ccc(/C=C(/NC(=O)c2cccs2)C(=O)N2CCOCC2)cc1OC,-2%,2%
COc1ccccc1CNC(=O)COC(=O)[C@H](Cc1c[nH]c2ccccc12)NC(=O)c1cccs1,10%,5%
CCn1nnnc1SCC(=O)NCc1ccc2c(c1)OCO2,-2%,-10%
O=C(O)C1CC=CCC1C(=O)Nc1cc(Cl)ccc1Cl (stereo not given),-5%,-7%
COc1ccc(CN(C)CC(=O)Nc2ccc(N3CCOCC3)cc2)cc1OC,-8%,-8%
COc1ccc(-c2cc(-c3ccc(OC)cc3)c(C#N)c(SC)n2)cc1,-1%,11%
COC(=O)NCc1cc2cc(Cl)ccc2[nH]1,-13%,-19%
Cn1c(Cn2c(=O)sc3ccccc32)nnc1SCC(=O)Nc1ccc(F)cc1,-2%,30%
CCCCC12CN3CC(C)(CN(C1)C31C(=O)N(C)c3ccc(C)cc31)C2=O (stereo not given),-2%,3%
O=C(Nc1ccc(Cl)cn1)Nc1ccccc1F,6%,-5%
Cc1ccc(C(=O)CSc2nnc(-c3ccccc3N)n2C)cc1C,-7%,-7%
Cc1cccc(-n2c(-c3ccncc3)n[nH]c2=S)c1,3%,1%
CC1CN(C2CCN(S(=O)(=O)c3ccccc3)CC2)CC(C)O1 (stereo not given),-5%,-10%
c1ccc2oc(-c3ccc4nc[nH]c4c3)nc2c1,?,?
O=C(Nc1nc(=O)c2ccccc2s1)c1ccc(F)cc1,-7%,23%
Cn1c(=O)c2c(nc(NCC3CCCO3)n2Cc2ccccc2)n(C)c1=O (stereo not given),-7%,-16%
COc1ccccc1N(CC(=O)NCC1CCCO1)C(=O)CCC(=O)Nc1nccs1 (stereo not given),2%,28%
O=C(CCCn1c(=O)[nH]c2ccsc2c1=O)N1CCN(Cc2ccc3c(c2)OCO3)CC1,-3%,-9%
CC(C)NC(=O)/C(C#N)=C/c1ccc2c(c1)OCCO2,-18%,4%
Cc1ccc(-n2cc3ccc([N+](=O)[O-])cc3n2)cc1,6%,9%
CNc1ccc(Br)cc(C(=O)/C=C/c2cccc(OC)c2)c1=O,-1%,24%
